PLAP activator = PLAP enzyme activators, biochemical, luminescence, HTS. AID 696, 2007. purified PLAP enzyme, luminescent substrate read-out; hits give high values. activation fold at 20 µM. hit rate 1.2% among 96,000. Alkaline phosphatase, placental type (Homo sapiens), P05187; in the data active = activation fold above about 2
EphB4 ephrin blk = EphB4-ephrin-B2 interaction antagonists, primary screen, biochemical, TNYL-RAW peptide probe, fluorescence polarization | Ephrin type-B receptor 4 (Homo sapiens), P54760 | EphB4 LBD / TNYL-RAW-Alexa532 peptide | inhibition, % at 7 µM | hit rate 0.15% among 97,000 | AID 720, 2007;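 active = inhibition above the screen-wide mean inhibition plus 3 SD, cut at about 15% in these data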;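 note: 0% = DMSO wells and 100% = excess unlabeled TNYL-RAW peptide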
CYP2C19 inhib = blockers of cytochrome P450 2C19 activity – biochemical, luminescence, ADME assay, primary screen; P33261; CYP2C19 Supersomes, luciferin-H EGE luminescence, 30 min; inhibition, % at 5 µM; hit rate 21% among 96,000; AID 778, 2007;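 active = CYP2C19 inhibition above a set limit at 5 µM in the primary screen, cut at about 50% in these data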;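 note: plate controls were negative control wells for no effect and 2.5 mM tranylcypromine positive control for full effect; values of inactives mirror those of a sister screen read the other way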
Target sequence (P33261 whole entry, looked up): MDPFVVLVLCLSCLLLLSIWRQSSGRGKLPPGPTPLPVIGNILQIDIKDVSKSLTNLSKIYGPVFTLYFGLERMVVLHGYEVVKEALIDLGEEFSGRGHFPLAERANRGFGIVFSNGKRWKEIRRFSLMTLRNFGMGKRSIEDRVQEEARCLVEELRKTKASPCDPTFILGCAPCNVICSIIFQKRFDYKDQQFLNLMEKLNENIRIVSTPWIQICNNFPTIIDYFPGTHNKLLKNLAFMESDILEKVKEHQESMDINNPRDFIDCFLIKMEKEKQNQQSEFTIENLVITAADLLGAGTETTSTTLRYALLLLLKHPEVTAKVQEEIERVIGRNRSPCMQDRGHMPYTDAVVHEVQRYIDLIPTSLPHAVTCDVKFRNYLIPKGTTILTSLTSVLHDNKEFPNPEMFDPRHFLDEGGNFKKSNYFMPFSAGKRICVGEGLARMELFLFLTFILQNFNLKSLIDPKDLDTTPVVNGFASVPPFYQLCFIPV
HIV Rev-RRE inh = HIV-1 Rev-RRE binding inhibitors, primary screen, biochemical, FRET, protein-RNA interaction. Rev peptide-RRE RNA binding. AID 704, 2007. hit rate 0.79% among 97,000. inhibition, % at 8 µM;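 active = inhibition above the screen-wide mean plus 3 SD, cut at about 35% in these data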;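 note: 0% = median DMSO wells and 100% = median Neomycin B control wells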
Target sequence (P05866 whole entry, looked up): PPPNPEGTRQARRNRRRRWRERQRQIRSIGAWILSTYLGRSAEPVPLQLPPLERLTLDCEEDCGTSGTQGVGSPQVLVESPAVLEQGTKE
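Assay system: Labelled RRE RNA duplex and labelled Rev peptide | Times: 5 min preincubation and 15 min binding, 25 °C | Detection: FRET, ex 480 nm, em 540 and 671 nm | Evaluation: % inhibition of FRET ratio versus controls | Benchmarks: DMSO wells as 0% and neomycin B wells as 100% inhibition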
CYP2C9 inh = blockers of cytochrome P450 2C9 activity – biochemical, luminescence, ADME assay, primary screen; hit rate 20% among 96,000; inhibition, % at 5 µM; CYP2C9 Supersomes, luciferin-H conversion; AID 777, 2007; P11712;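 active = blocking of liver enzyme CYP2C9 beyond about 50% at 5 µM, limit read from the data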; note: values of inactives mirror those of a sister screen read the other way
Target sequence (P11712 whole entry, looked up): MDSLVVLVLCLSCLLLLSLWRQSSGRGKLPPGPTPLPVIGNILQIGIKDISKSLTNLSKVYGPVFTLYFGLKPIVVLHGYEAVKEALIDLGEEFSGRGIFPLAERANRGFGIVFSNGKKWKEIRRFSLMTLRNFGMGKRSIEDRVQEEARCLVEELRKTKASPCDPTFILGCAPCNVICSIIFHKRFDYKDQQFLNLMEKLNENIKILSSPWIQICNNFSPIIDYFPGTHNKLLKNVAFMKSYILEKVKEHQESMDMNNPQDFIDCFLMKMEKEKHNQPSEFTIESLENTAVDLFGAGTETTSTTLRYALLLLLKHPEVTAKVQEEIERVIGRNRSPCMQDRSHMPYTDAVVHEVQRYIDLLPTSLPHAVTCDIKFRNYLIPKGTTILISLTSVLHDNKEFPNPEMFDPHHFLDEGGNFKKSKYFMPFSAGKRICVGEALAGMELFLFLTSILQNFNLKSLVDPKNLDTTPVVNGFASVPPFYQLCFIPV
PLK1 PBD inh = Plk1 polo box domain binding inhibitors, primary screen, biochemical, fluorescence polarization; hit rate 0.13% among 97,000; AID 693, 2007; inhibition, %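 (tested at about 20 µM)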; Serine/threonine-protein kinase PLK1 (Homo sapiens), P53350; Plk1 PBD phosphopeptide binding; in the data active = inhibition above about 34%, passing the limit was not always enough
CYP2C9 activ = human CYP2C9 activators, primary screen, biochemical, luminescence. recombinant CYP2C9, luciferin-H conversion; hits give high values; factor 1 = untreated enzyme, 0 = blocked. activation factor at 5 µM. hit rate 1.4% among 96,000. AID 1024, 2008;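 active = activation factor of 2 or more for CYP2C9 at a 5 µM dose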;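 note: 0 = sulfaphenazole-blocked wells and 1 = vehicle-only wells; values of inactives mirror those of a sister screen read the other way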
CYP2C19 activ = human CYP2C19 activators, primary screen, biochemical, luminescence | Cytochrome P450 2C19 (Homo sapiens), P33261 | recombinant CYP2C19, luciferin-H EGE luminescence; hits give high values; 0 = fully inhibited enzyme, 1 = untreated enzyme | activation factor at 5 µM | 96,000 tested, under 10 active;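 active = activation factor of at least 2 at 5 µM in the primary screen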;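 note: 0 = wells with 2.5 mM tranylcypromine and 1 = vehicle-only wells; values of inactives mirror those of a sister screen read the other way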
PLK1 kinase inh = human PLK1 kinase inhibitors, primary screen, biochemical, TR-FRET; recombinant PLK1 kinase, TR-FRET peptide phosphorylation; Serine/threonine-protein kinase PLK1 (Homo sapiens), P53350; hit rate 0.53% among 97,000; inhibition, % at 10 µM;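 active = inhibition of 50% or more in the single-concentration screen; inactive = inhibition below 50%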;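 note: 0% = DMSO max control and 100% = H-89 dihydrochloride min control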
* marks the source's active call; other numbers are inactive results; / = not tested or not shown.

Value order – PLAP activator	EphB4 ephrin blk	CYP2C19 inhib	HIV Rev-RRE inh	CYP2C9 inh	PLK1 PBD inh	CYP2C9 activ	CYP2C19 activ	PLK1 kinase inh
O=C(COC(=O)CNS(=O)(=O)/C=C/c1ccccc1)NC1CCS(=O)(=O)C1 (stereo unspecified)
    1.2	0	21	3	11	-17	0.9	0.8	-4
O=C(CSc1nnc(-c2c[nH]c3ccccc23)o1)N1c2ccccc2CCc2ccccc21
    1	-3	79*	10	92*	-5	0.1	0.2	-9
Cn1c(NC(=O)C2CC2)cc(=O)n(C)c1=O
    1	-2	-22	1	-9	18	1.1	1.2	8
OCCN1CCN(C(=S)c2ccc(Br)cc2)CC1
    0.9	-6	40	1	8	8	0.9	0.6	-18
CCN(CC)CCCNC(=O)c1cc(-c2ccc(O)cc2)on1
    1	7	0	8	-129	28	2.3*	1	-16
CCOC(=O)CSc1ncnc2c1sc1nc(N3CCOCC3)c3c(c12)CCCC3
    1.6	10	18	11	54*	9	0.5	0.8	-17
N#Cc1nc(-c2ccccc2)oc1N1CCCCC1
    0.9	/	14	/	19	/	0.8	0.9	/
CCOc1ccc2[nH]c(=O)c(CN(CCO)C(=O)c3ccc(Br)cc3)cc2c1
    1.2	-6	-3	9	10	1	0.9	1	-2
Cc1c(C(c2cccc([N+](=O)[O-])c2O)c2c(C)n(C)n(-c3ccccc3)c2=O)c(=O)n(-c2ccccc2)n1C
    1	0	6	-6	0	15	1	0.9	-9
CS(=O)(=O)N(CC(=O)N1CCN(Cc2ccc3c(c2)OCO3)CC1)c1ccc2c(c1)OCO2
    1.1	-1	-5	-3	7	-12	0.9	1	-20
Cc1cccc(NC(=O)C2CC(=O)OC23CCCC3)c1 (stereo unspecified)
    /	3	/	4	/	-11	/	/	-10
CCOC(=O)c1c(-c2cccc([N+](=O)[O-])c2)csc1NC(=O)CCCOc1ccccc1OC
    /	5	/	1	/	-38	/	/	-4
CCc1ccc2nc(SCC(=O)N3CC(=O)Nc4ccccc43)c(C#N)cc2c1
    /	4	/	33	/	-11	/	/	-11
CCOC(=O)N1CCN(c2c(NCCN3CCN(Cc4ccccc4)CC3)c(=O)c2=O)CC1
    1.7	2	-14	7	-17	10	1.2	1.1	-3
COc1ccc2cc3c(N)nn(C(=O)Cc4ccc(Cl)cc4)c3nc2c1
    1	3	-10	12	17	18	0.8	1.1	0
CC1(CC(=O)O)C(=O)N=C2C=CC=CN21 (stereo unspecified)
    /	4	/	-4	/	-13	/	/	-3
C=CCn1c(C(CCC(C)C)CC(C)(C)O)n[nH]c1=S (stereo unspecified)
    1.5	3	73*	1	23	-18	0.8	0.3	-11
Cc1nnc2sc(-c3csc4c3CCCC4)nn12
    0.9	-11	-2	2	-4	-27	1	1	5
CCOC(=O)c1ccc2c(c1)nc(SCc1cn3ccsc3n1)n2CC
    1.3	-10	28	8	52*	-20	0.5	0.7	-11
O=C(CCCCCCN1C(=O)c2ccccc2C1=O)Nc1nccs1
    /	-1	/	7	/	3	/	/	-10
CCN(CC)CCn1c(O)c(N=O)c2ccccc21
    1	-6	6	3	7	-18	0.9	0.9	4
CC(C)CN1C(=O)c2ccc(C(=O)Nc3nccs3)cc2C1=O
    1	4	-24	-1	-22	-12	1.2	1.2	-2
O=S(=O)(c1cccc(-c2cn3cccnc3n2)c1)N1CCCCCC1
    1.4	-3	47	20	32	-2	0.7	0.5	-7
CCN1C(=O)N(CN2CCOCC2)C2C1N(CN1CCOCC1)C(=O)N2CC (stereo unspecified)
    1.1	/	0	/	14	/	0.9	1	/
O=C(COc1ccccc1)N1CCc2ccccc2C1
    0.8	-3	88*	6	40	5	0.6	0.1	-13
Cc1ccccc1N(CC(=O)NC1CCCC1)C(=O)c1oc(C(C)(C)C)cc1C
    1.1	6	15	3	4	-2	1	0.9	-13
COCCCn1c(-c2ccc(S(=O)(=O)N3CCOCC3)cc2)csc1=Nc1ccccc1
    1.9	-2	9	10	-1	6	1	0.9	-4
O=C1NC(c2ccncc2)Nc2ccccc21 (stereo unspecified)
    0.9	0	8	7	-2	-6	1	0.9	-6
COc1ccc(OC)c(NC(=O)C2CC(=O)n3ncnc3N2)c1 (stereo unspecified)
    0.8	2	19	8	2	11	1	0.8	-9
COc1ccc([N+](=O)[O-])cc1NC1CCCCC1
    1	0	4	11	10	-22	0.9	1	-9

Molecules above that contain a cyano group, in the order listed:
Value order – PLAP activator	EphB4 ephrin blk	CYP2C19 inhib	HIV Rev-RRE inh	CYP2C9 inh	PLK1 PBD inh	CYP2C9 activ	CYP2C19 activ	PLK1 kinase inh
N#Cc1nc(-c2ccccc2)oc1N1CCCCC1
    0.9	/	14	/	19	/	0.8	0.9	/
CCc1ccc2nc(SCC(=O)N3CC(=O)Nc4ccccc43)c(C#N)cc2c1
    /	4	/	33	/	-11	/	/	-11

(more compounds)
Value order – PLAP activator	EphB4 ephrin blk	CYP2C19 inhib	HIV Rev-RRE inh	CYP2C9 inh	PLK1 PBD inh	CYP2C9 activ	CYP2C19 activ	PLK1 kinase inh
O=C(OCN1C(=O)c2ccccc2C1=O)c1cccs1
    1.1	7	14	7	-22	-1	1.2	0.9	-2
CCN(CC)c1cc(C)c2cc(NC(=O)CNC(C)=O)ccc2n1
    1	1	-2	5	14	-19	0.9	1	-7
Cc1cccc(Cn2cc(SCC(=O)Nc3nccs3)c3ccccc32)c1
    1	0	-14	8	60*	-2	0.4	1.1	-7
CN1CCN(C(=S)Nc2ccccc2Cl)CC1
    0.9	-13	3	6	9	5	0.9	1	-5
O=C(Nc1cccc(NS(=O)(=O)c2ccc(S(=O)(=O)NC3CC3)cc2)c1)c1ccccn1
    1.1	4	99*	3	97*	17	0	0	-7
COc1ccc(S(=O)(=O)N(CC(=O)NC2CC2)c2ccc(C)cc2)cc1OC
    0.9	-10	99*	-2	13	-21	0.9	0	-5
C=CCn1c(=O)n2ncnc2c2c3c(sc21)CCCC3
    1.7	3	13	6	31	-3	0.7	0.9	-2
CCOC(=O)N1CCC(NC(=O)c2cc3c(-c4cccc(OC)c4)nn(C)c3s2)CC1
    1	/	25	/	42	/	0.6	0.8	/
COCCn1c(SCC(=O)N(C(C)C)C(C)C)nnc1-c1cc2ccccc2cc1O
    1.5	-11	16	-3	21	1	0.8	0.8	-10
CCCCN(C(=O)NC(=O)Nc1ccccc1C)S(C)(=O)=O
    0.9	-1	27	7	53*	18	0.5	0.7	-7
CSc1ccccc1NC(=O)C1CCCO1 (stereo unspecified)
    1	/	-10	/	-29	/	1.3	1.1	/
Cc1ccc(OC(=O)Cn2c(C(F)(F)F)nc3ccccc32)cc1
    1	-9	12	13	16	22	0.8	0.9	-10
COCC(=O)N(Cc1cc2ccc(C)cc2[nH]c1=O)c1ccc(OC)cc1
    1	-2	2	1	1	14	1	1	-5
CC1CSc2nnc(CCc3ccccc3)n21 (stereo unspecified)
    0.9	9	2	11	-10	23	1.1	1	85*
COC(=O)CN(C#N)c1nc(NC(C)C)nc(OC)n1
    /	-2	/	6	/	6	/	/	-13
CCOc1ccc(-c2nn(-c3ccccc3)cc2/C=C(\C#N)S(=O)(=O)c2ccccc2)cc1C
    1	-8	-2	7	29	8	0.7	1	-15
CCOC(=O)c1nnn(CC(=O)Nc2ccccc2OC)c1C(=O)OCC
    1	3	55*	-1	44	-13	0.6	0.5	-32
Cc1ccc(C(=O)N2CCN(C(=O)c3ccc(C)c(C)c3)C(C)C2)cc1C (stereo unspecified)
    /	0	/	1	/	-10	/	/	-11
Cc1ccc(OCC(=O)N/N=C/c2ccc([N+](=O)[O-])o2)cc1
    0.8	-2	-3	3	-13	-17	1.1	1	-4
O=S(=O)(Nc1nc2ccccc2s1)c1ccc(Br)s1
    1.4	4	81*	5	96*	-2	0	0.2	-15
Cc1sc2nc(CN3CCOCC3)nc(NS(=O)(=O)c3ccc4c(c3)OCCO4)c2c1C
    1.6	1	31	5	80*	-16	0.2	0.7	-12
Cc1ccc(C)c(NS(=O)(=O)c2cc(C(=O)Nc3cccc(N(C)S(C)(=O)=O)c3)ccc2C)c1
    1.3	-10	24	2	79*	43	0.2	0.8	-14
c1ccc(Cn2nnc3c(N4CCCC4)ncnc32)cc1
    1	8	21	7	20	30	0.8	0.8	-7
Cn1cnc2cc(NC(=O)c3ccco3)ccc21
    1	2	4	7	4	12	1	1	-5
CN(C)c1ccnc2sc(C(=O)NCc3ccccc3)c(N)c12
    1	2	5	3	39	2	0.6	1	-2
COc1ccc(CNC(=O)C(c2ccco2)N(Cc2ccccc2)C(=O)Cc2cccs2)cc1 (stereo unspecified)
    /	4	/	7	/	-13	/	/	-9
O=C(O)c1cc2n(n1)C(C(F)(F)F)CC(c1ccco1)N2 (stereo unspecified)
    0.9	-2	5	8	62*	-8	0.4	0.9	-13
COc1ccc(Oc2nnc(-c3ccc(C)cc3)c3ccccc23)cc1
    0.9	1	0	10	3	-14	1	1	1
Cc1nn(C(C)(C)C)c(OC(=O)c2ccco2)c1Sc1ccccc1
    1	4	6	15	61*	-4	0.4	0.9	-10
COc1ccc(CNC(=O)c2ccc(NS(=O)(=O)c3c(C)noc3C)cc2)cc1
    1.1	3	-3	6	58*	17	0.4	1	-5

(more compounds)
Value order – PLAP activator	EphB4 ephrin blk	CYP2C19 inhib	HIV Rev-RRE inh	CYP2C9 inh	PLK1 PBD inh	CYP2C9 activ	CYP2C19 activ	PLK1 kinase inh
O=C(/C=C/c1cc([N+](=O)[O-])ccc1OC(F)F)NCc1ccc(Cl)cc1
    0.7	-2	26	15	14	-26	0.9	0.7	-2
Cc1nc(NC(=O)/C=C/c2ccccc2)sc1C(=O)Nc1ccc(Cl)cc1
    1	-4	14	0	48	-12	0.5	0.9	-4
Cc1sc(NC(=S)NC(=O)c2cccs2)nc1-c1ccc(CC(C)C)cc1
    1.5	-3	4	7	14	15	0.9	1	-10
Cc1ccnc(SCC(=O)O)n1
    1	-3	-21	3	-22	-4	1.2	1.2	4
Cc1nn(CC#N)c(=O)n1-c1cccc(F)c1
    0.8	-4	-30	6	-34	17	1.3	1.3	-10
CCOC(=O)c1ccc(NC(=O)NC2CC3CCC(C2)N3Cc2nnnn2Cc2ccco2)cc1 (stereo unspecified)
    1.3	4	31	10	37	9	0.6	0.7	-6
COc1ccc(-c2csc(N3CCN(C(=O)c4ccccc4)CC3)n2)cc1
    /	13	/	0	/	-16	/	/	-10
CCn1cc(C(=O)NC(=S)Nc2cccc(O)c2)cn1
    0.7	-3	65*	-5	-68	16	1.7	0.4	-10
O=C(c1ccc2c(c1)C(=O)N(c1ccc(Cl)cc1)C2=O)N1CCN(c2ccccn2)CC1
    /	-4	/	1	/	23	/	/	-14
Cc1ccccc1CN(c1ccc(C(=O)Nc2cccnc2)cc1)S(C)(=O)=O
    2.2*	2	98*	15	96*	-1	0	0	-12
CN1CCN(c2ccc(Cl)cc2NC(=O)c2cccc(S(=O)(=O)N(C)C)c2)CC1
    1.8	8	28	12	33	-15	0.7	0.7	-13
Cc1ccc(OCC(=O)NN=C2c3ccccc3-c3ccccc32)cc1
    1.1	-9	4	0	-7	7	1.1	1	-17
